Screening results deposited in PubChem BioAssay by NCI.
Growth percent in the NCI-60 one-dose screen (48 h, 10 µM unless noted): 100 = growth as untreated, 0 = no growth, -100 = all killed.
UACC-62 = UACC-62 melanoma. AID 1794756. hit rate 5.4% among 81,000
UACC-257 = UACC-257 melanoma; hit rate 4.4% among 78,000
A549/ATCC = A549/ATCC NSCLC; hit rate 3.7% among 81,000
SK-MEL-5 = SK-MEL-5 melanoma; hit rate 6.4% among 80,000
SK-MEL-2 = SK-MEL-2 melanoma | AID 1794763 | hit rate 4.7% among 77,000
M14 = M14 melanoma. hit rate 6.2% among 80,000
SK-MEL-28 = SK-MEL-28 melanoma; hit rate 4.1% among 81,000
MDA-MB-435 = MDA-MB-435 melanoma; hit rate 7.8% among 82,000; AID 1794794
* hit, by the source's call; / = no result given; & = joins results of further samples; [ ] = remark or other dose. The calls were made as follows: active = growth percent below 10; inactive = the rest.

item	SMILES	UACC-62	SK-MEL-5	M14	UACC-257
1	CC[C@H](C)[C@@H](C(=O)OC)n1cc(CNC(=O)[C@@H](Cc2ccccc2)NC(=O)OCc2ccccc2)nn1	95	103	109	96
2	COC1c2occc2C(OC)C2C3C(=C(C)OC12)Sc1nc(-c2ccc(N(C)C)cc2)c(C#N)c(N)c13 (stereo not given)	97	95	107	116
3	O=C(C[n+]1ccccc1Cl)c1ccccc1	107	108	96	90
4	COc1ccc(-c2nc3ccc(-c4nnc(SCC(=O)Nc5cc(OC)c(OC)c(OC)c5)o4)cc3[nH]2)cc1	77	67	/	107
5	CCOC(=O)c1sc2nc(-c3cccc(C#N)c3)nc(N3CCOCC3)c2c1C	78	91	107	92
6	CCS(=O)(=O)c1nc(NC)c2ccsc2n1	102	112	98	108
7	Clc1cccc(Nc2ncnc3nc[nH]c23)c1	96	100	98	82
8	Cn1cccc1CC(=O)N/N=C\c1ccc(O)cc1O	80	91	73	94
9	COc1cc2nc(Cl)nc(Nc3cccc(C4=NN(C(C)=O)C(c5ccccc5)C4)c3)c2cc1OC (stereo not given)	87	75	86	100
10	N#C/C(=C\c1ccccn1)c1nc2cc(Cl)ccc2s1	68	84	90	92
11	CN(C)C(CN)c1ccccc1 (stereo not given)	98	115	93	112
12	C=CCOCC(O)CN(CCCC)CCCC (stereo not given)	100	111	106	104

item	MDA-MB-435	A549/ATCC	SK-MEL-2	SK-MEL-28
1	100	87	105	110
2	106	99	91	129
3	97	91	102	100
4	94	111	111	93
5	93	88	100	94
6	103	103	110	105
7	107	83	111	113
8	86	49	120	60
9	94	76	91	91
10	75	78	96	101
11	119	97	115	126
12	108	91	89	113

(further entries)
item	SMILES	UACC-62	SK-MEL-5	M14	UACC-257
13	CCOC(=O)c1ccc(C=O)cc1	101	100	107	102
14	O=c1ccn(C2CC(O)C(COC(c3ccccc3)(c3ccccc3)c3ccccc3)O2)c(=O)[nH]1 (stereo not given)	83	93	81	55[100 µM]
15	COc1ccc(-c2nn(-c3cccc(Cl)c3)cc2C=C2C(N)=NN=C2N)cc1	109	102	128	100
16	Clc1ccc(-c2nc(-c3cccs3)cn3ccnc23)cc1	60	53	62	70
17	COc1cc(C2SCC(=O)N2n2cnnc2)cc(OC)c1OC (stereo not given)	88	107	101	99
18	C/C=C/CCC(=O)c1cc(C(=O)OC)c(OC)cc1O	99	101	102	/
19	Cc1ccc(S(=O)(=O)NC(=O)c2ccccc2)cc1	104	103	108	92
20	O=C(C[n+]1cccc2ccccc21)c1ccccc1	100	102	93	102
21	CCOP(=O)(OCC)/C(=C\n1ccc(=O)[nH]c1=S)C(=O)OC	95	99	106	101
22	CCN(CC)c1ccc2cc(C(Nc3ccc(Br)c(C(F)(F)F)c3)c3nnnn3C(C)(C)C)c(=O)oc2c1 (stereo not given)	89	85	103	93
23	CCCCC/C(C=C(C#N)C#N)=C/c1ccccc1	49	71	73	54
24	CCCCCc1ccc(C)cc1OC(=O)CCl	113	103	111	107

item	MDA-MB-435	A549/ATCC	SK-MEL-2	SK-MEL-28
13	108	100	108	111
14	76	75	26[100 µM]	118
15	98	95	/	103
16	23	57	71	93
17	102	100	104	120
18	95	96	89	113
19	98	93	134	111
20	109	96	98	112
21	111	104	108	116
22	99	86	90	104
23	27	62	82	84
24	117	108	/	113

An excerpt of these results, with two lines to a compound:
Fields: UACC-62 | SK-MEL-5 | M14 | UACC-257 | MDA-MB-435 | A549/ATCC | SK-MEL-2 | SK-MEL-28
8	Cn1cccc1CC(=O)N/N=C\c1ccc(O)cc1O
  80 | 91 | 73 | 94 | 86 | 49 | 120 | 60
9	COc1cc2nc(Cl)nc(Nc3cccc(C4=NN(C(C)=O)C(c5ccccc5)C4)c3)c2cc1OC (stereo not given)
  87 | 75 | 86 | 100 | 94 | 76 | 91 | 91
10	N#C/C(=C\c1ccccn1)c1nc2cc(Cl)ccc2s1
  68 | 84 | 90 | 92 | 75 | 78 | 96 | 101
11	CN(C)C(CN)c1ccccc1 (stereo not given)
  98 | 115 | 93 | 112 | 119 | 97 | 115 | 126
12	C=CCOCC(O)CN(CCCC)CCCC (stereo not given)
  100 | 111 | 106 | 104 | 108 | 91 | 89 | 113
13	CCOC(=O)c1ccc(C=O)cc1
  101 | 100 | 107 | 102 | 108 | 100 | 108 | 111
14	O=c1ccn(C2CC(O)C(COC(c3ccccc3)(c3ccccc3)c3ccccc3)O2)c(=O)[nH]1 (stereo not given)
  83 | 93 | 81 | 55[100 µM] | 76 | 75 | 26[100 µM] | 118
15	COc1ccc(-c2nn(-c3cccc(Cl)c3)cc2C=C2C(N)=NN=C2N)cc1
  109 | 102 | 128 | 100 | 98 | 95 | / | 103
16	Clc1ccc(-c2nc(-c3cccs3)cn3ccnc23)cc1
  60 | 53 | 62 | 70 | 23 | 57 | 71 | 93
17	COc1cc(C2SCC(=O)N2n2cnnc2)cc(OC)c1OC (stereo not given)
  88 | 107 | 101 | 99 | 102 | 100 | 104 | 120
18	C/C=C/CCC(=O)c1cc(C(=O)OC)c(OC)cc1O
  99 | 101 | 102 | / | 95 | 96 | 89 | 113
19	Cc1ccc(S(=O)(=O)NC(=O)c2ccccc2)cc1
  104 | 103 | 108 | 92 | 98 | 93 | 134 | 111
20	O=C(C[n+]1cccc2ccccc21)c1ccccc1
  100 | 102 | 93 | 102 | 109 | 96 | 98 | 112
21	CCOP(=O)(OCC)/C(=C\n1ccc(=O)[nH]c1=S)C(=O)OC
  95 | 99 | 106 | 101 | 111 | 104 | 108 | 116

Reprinted at random: 2 compounds from above
item	SMILES	UACC-62	SK-MEL-5	M14	UACC-257
17	COc1cc(C2SCC(=O)N2n2cnnc2)cc(OC)c1OC (stereo not given)	88	107	101	99
24	CCCCCc1ccc(C)cc1OC(=O)CCl	113	103	111	107

item	MDA-MB-435	A549/ATCC	SK-MEL-2	SK-MEL-28
17	102	100	104	120
24	117	108	/	113

The results go on.
item	SMILES	UACC-62	SK-MEL-5	M14	UACC-257
25	CCOC(=O)/C=c1\sc2n(c1=O)NC1C(N=2)N(C)C(=O)N1C (stereo not given)	97	104	/	114
26	CC(=O)OCC1(C)OC(=O)N(Cc2ccccc2F)C1=O (stereo not given)	92	102	102	98
27	CCN(CCO)C(=O)c1cc([N+](=O)[O-])cc([N+](=O)[O-])c1	104	102	106	79
28	O=C(Cc1ccccc1)NNC(=O)N1c2ccccc2C=Cc2ccccc21	96	98	102	99
29	CC1(C)O[C@@H]2[C@H]3OC(C)(C)O[C@H]3[C@@H](O)[C@H](O)[C@H]2O1	94	100	/	102
30	COc1ccc(/C=c2\sc3n(c2=O)C2C(NN=3)N(C)C(=O)N2C)cc1 (stereo not given)	42	6.0*	15	/
31	Cc1cccc(OC(=O)Nc2ccc(C(=O)O)c(O)c2)c1	102	98	105	89
32	C=C(C)CC(C)(O)c1cccc2ccccc12 (stereo not given)	92	110	99	98
33	COCCn1cc(-c2nc(-c3ccsc3)cs2)c2ccccc21	57	98	67	/
34	O=C1CCCCC1(c1ccccc1)c1ccccc1	100	99	99	106
35	COc1ccc2nc(-c3ccc(OC)c(OC)c3)cc(-c3nnc(SC/C(=N\O)c4ccccc4)n3-c3ccccc3)c2c1	84	81	102	94
36	COc1cccc(-c2nc3sccn3c2-c2ccccc2)c1	87	91	118	108

item	MDA-MB-435	A549/ATCC	SK-MEL-2	SK-MEL-28
25	105	103	109	90
26	109	96	114	104
27	109	80	104	99
28	103	100	101	104
29	103	108	108	109
30	-61*	33	40	55
31	112	93	97	109
32	109	99	102	107
33	98	85	91	104
34	101	110	100	96
35	102	73	60	116
36	102	103	103	101

(further entries)
item	SMILES	UACC-62	SK-MEL-5	M14	UACC-257
37	Nc1c(C(=O)Nc2ccc(Cl)c(Cl)c2)sc2nc(-c3cccs3)ccc12	79	90	88	91
38	C=C(C)[C@@H]1C[C@@H]2Cc3cc(Cl)cc(Cl)c3N1O2	99	102	106	99
39	O=C1c2cccc(NCCN=Cc3ccccc3O)c2C(=O)c2c(NCCN=Cc3ccccc3O)cccc21	81	53	/	95
40	COc1ccc(-c2nc(N/N=C/c3ccc(F)cc3)nc(N3CCOCC3)c2C#N)cc1	86	94	98	98
41	Cn1cc(/C=C/C(=O)/C=C(/C=C/c2cn(C)c3ccccc23)OB(F)F)c2ccccc21	92	100	94	85
42	CN1CCCN(C(c2ccccc2)c2ccc(Cl)cc2)CC1 (stereo not given)	106	95	91	/
43	CC(=O)COc1ccc(/C=C2\CCC/C(=C\c3ccc(OCC(C)=O)cc3)C2=O)cc1	88	/	91	89
44	N#Cc1cccc(NS(=O)(=O)c2ccc(-c3ccc(Cl)cc3Cl)cc2)c1	60	52	93	80
45	CC[C@]12C=CCN3CC[C@@]4(c5ccc(OC)cc5N(C)[C@H]4[C@@](O)(C(=O)OC)[C@@H]1OC(=O)CCC(=O)OCc1cn(Cc4ccc(F)cc4)nn1)[C@@H]32	96	92	98	101
46	CCCCCCCC(=O)NCc1ccc(OCC(=O)NO)c(OC)c1	89	99	99	106
47	COc1ccc(C(=O)C[n+]2cccc3ccccc32)cc1	100&89	95&100	102&93	105&99
48	CCOC(=O)c1c(C)nc2c(c1N)/C(=C/c1ccccc1[N+](=O)[O-])C(=O)N2Cc1ccc(OC)cc1	63	60	92	67

item	MDA-MB-435	A549/ATCC	SK-MEL-2	SK-MEL-28
37	83	55	58	97
38	91	93	/	112
39	25	26	47	50
40	92	91	95	98
41	94	93	100	103
42	90	107	117	103
43	83	93	96	100
44	92	84	82	102
45	104	90	112	103
46	104	103	93	112
47	107&100	92&98	94&101	109&101
48	103	64	88	95

Single values from above:
Result for compound 46 in SK-MEL-28: 112
Result for compound 42 in M14: 91

Next compounds.
item	SMILES	UACC-62	SK-MEL-5	M14	UACC-257
49	CC(O)c1cccc(N)c1 (stereo not given)	100	102	109	116
50	NC(=O)N/N=C/c1ccc(Br)o1	104	101	101	105
51	C=C1CC[C@@H]2[C@](C)(COC(C)=O)[C@H](OC(C)=O)CC[C@@]2(C)[C@@H]1CC(Nc1ccc(S(=O)(=O)Nc2ncccn2)cc1)C1=CCOC1=O (stereo not given in full)	3.9*	24	4.8*	17
52	C=C(C)[C@@H]1CC[C@]2(C(N)=O)CC[C@]3(C)[C@H](CC[C@@H]4[C@@]5(C)CC[C@H](OCCC#N)C(C)(C)[C@@H]5CC[C@]43C)[C@@H]12	67	93	90	101
53	Cc1ccc(S(=O)(=O)N2CCc3ccc(O)c4c3C2Cc2ccc3c(c2-4)OCO3)cc1 (stereo not given)	22	26	5.4*	46
54	COC(=O)c1csc(-c2ccc(CO)o2)n1	100	101	105	/
55	Cc1nc2ncc(C(=O)N/N=C/c3ccc(O)cc3)c(=O)n2[nH]1	99	106	101	87
56	CCCCOC(=O)C(C)OC(C)=O (stereo not given)	115	104	96	112
57	O=C1C2C3C=CC(O3)C2C(=O)N1/N=C/c1cccc2ccccc12 (stereo not given)	97	101	96	97
58	COc1cc2c3c(c(=O)oc2cc1OS(C)(=O)=O)CCCCCC3	80	85	88	107
59	CC(/C=C/C(=O)c1c(O)c(-c2ccc(O)cc2)c[nH]c1=O)=C\[C@H](C)[C@H](C)O	98	113	98	104
60	OCCOCCOCCN1CCN(C(c2ccccc2)c2ccc(Cl)cc2)CC1 (stereo not given)	91	97	103	/

item	MDA-MB-435	A549/ATCC	SK-MEL-2	SK-MEL-28
49	114	116	109	108
50	113	106	100	105
51	-15*	45	42	-18*
52	89	75	93	93
53	-4.0*	18	/	44
54	91	93	118	96
55	106	85	/	106
56	108	105	110	102
57	113	105	126	117
58	92	89	121	90
59	88	104	98	109
60	93	/	96	90

Later entries:
item	SMILES	UACC-62	SK-MEL-5	M14	UACC-257
61	COc1c2c(c(OC)c3c1OCO3)C(c1ccccc1)=NC(C)C2 (stereo not given)	83	91	89	102
62	CCS(=O)(=O)OCCO[C@H]1Cc2cc3ccc(=O)oc3cc2OC1(C)C	102	101	104	98
63	C#C[C@]1(O)CC[C@H]2[C@@H]3CC=C4c5sc(N(C)c6ccccc6)nc5CC[C@]4(C)[C@H]3CC[C@@]21C	77	87	54	91
64	N/C(=N\C(N)=N\c1nc2ccccc2s1)c1ccccc1Br	88	94	105	106
65	O=c1oc2ccccc2cc1-c1csc(N=Nc2c(O)n(Cc3ccccc3)c3ccccc23)n1	85	97	102	99
66	CN(CCO)Cc1ccccc1	96	104	96	100
67	Cc1cccc(/C=C/c2nn3c(-c4ccco4)nnc3s2)c1	94	92	101	98
68	Cc1c[n+]([O-])ccc1Br	100	103	107	101
69	Oc1c2c(n3cccc13)=c1ccc(Cl)cc1=N2	82	99	102	107
70	Cc1ccc(C(=O)c2ccc(CC(=O)N=Nc3c(O)[nH]c4ccc(OC(F)(F)F)cc34)n2C)cc1	106	97	98	102
71	COc1nc2c(c(=O)n1C)CN(c1ccccc1)C(C)=N2	100	106	105	100
72	COc1cc(C(NS(=O)(=O)c2ccc(Cl)cc2)c2nnc(-c3ccccc3)o2)cc(OC)c1OC (stereo not given)	81	92	95	89

item	MDA-MB-435	A549/ATCC	SK-MEL-2	SK-MEL-28
61	99	96	91	101
62	107	97	97	116
63	90	69	86	77
64	104	103	112	110
65	99	104	85	104
66	105	99	115	97
67	96	95	112	97
68	101	103	105	111
69	107	97	96	110
70	98	86	96	100
71	116	101	105	124
72	97	88	104	95
